# TDP43 rescue – TDP-43 toxicity inhibition in yeast. TDP-43 expressing yeast growth rescue, BacTiter-Glo, 24 h. Potency, µM (doses to about 46.1 µM), inactives show at the top dose growth rescue (activation), hits mostly activators. 1.8% of 410,000 active. AID 652104; further: % of control where 0% means no effect; nearly all actives have a fitted effect of over 50% in size
#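 Yeast expressing TDP-43 (pregrown in raffinose, seeded at OD600=0.02 in galactose medium) exposed to compounds 24 hr at 30 deg C. Growth read by BacTiter-Glo luminescence; rescue of toxicity appears as increased signal.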
# EPAC2 agonist – agonists of human EPAC2 (RAPGEF4). Q8WZA2. EPAC2 activation, biochemical qHTS; response scale: 100% = 6.5 mM cAMP response. Potency, µM (titrated, usually from 154 µM), for inactives: at the highest dose activation, usual class: activators. 0.079% of 360,000 active. AID 720711; further: nearly all actives have a fitted effect of over 50% in size
#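 Compounds were added across a concentration range to EPAC2 (100 nM), RAP1B-BODIPY-GDP (250 nM) and GDP (50 uM). After 5 min at room temperature, fluorescence was recorded at 5-min intervals for 30 min.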
# EPAC1 ag – EPAC1 (human) agonism. O95398. EPAC1 agonist qHTS, biochemical assay; response scale: 100% = response to 6.5 mM cAMP. Potency, µM (highest dose often 154 µM), inactives show at the top dose activation, actives largely listed as activators. 0.073% of 360,000 active. AID 720707; further: nearly all actives have a fitted effect of over 60% in size
#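 Compounds were pinned as a concentration titration into mixtures of EPAC1 (100 nM), BODIPY-GDP-loaded Rap1B (250 nM) and GDP (50 uM). After 5 min at room temperature, fluorescence was followed for 30 min; activity was scaled to 6.5 mM cAMP.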
# EPAC1 antagonist – antagonists of human EPAC1. O95398. EPAC1 GEF assay, Rap1b-BODIPY-GDP exchange fluorescence. Potency, µM (series often up to 115 µM), for the others: top-dose activity change, negative = inhibition, actives largely listed as inhibitors. 0.14% of 360,000 active. AID 720709;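 further: plate controls were vehicle for no effect and positive control for full effect; nearly all actives have a fitted effect of over 50% in size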
# FUS yeast rescue – FUS proteinopathy suppression in yeast | Potency, µM (series often up to 76.6 µM), for inactives: top-dose growth rescue (activation), actives largely listed as activators | 0.24% of 390,000 active | S. cerevisiae FUS-expressing, growth rescue, OD600, 24 h;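 further: plate controls were DMSO vehicle for no effect and reference control for full effect; nearly all actives have a fitted effect of over 55% in size; some results filed as inactive show a strong effect at the top dose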
#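 Steps: raffinose overnight preculture; dilution to OD 0.005 in 2% galactose minimal medium; compound addition (concentration series); 24hr at 30C, 99% humidity; absorbance read at 600 nm.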
# aSyn yeast inh – rescues yeast growth from alpha-synuclein toxicity; Yeast expressing alpha-synuclein, growth rescue, BacTiter-Glo, 24 h; Potency, µM (titrated, usually from 46.1 µM), for inactives: at the top dose growth rescue (activation), actives largely listed as activators; 0.14% of 370,000 active; further: % of control where 0% means no effect; nearly all actives have a fitted effect of over 65% in size
#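 Rescue of yeast growth: cells expressing toxic alpha-synuclein, induced in galactose at OD600 0.02, incubated with compound 24 h at 30 C. ATP luminescence quantified growth; inhibitors of toxicity appear as activators.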
# EPAC2 antag – blocks human EPAC2 exchange factor; EPAC2 GEF exchange of Rap1B-BODIPY-GDP, fluorescence; Potency, µM (highest dose often 114 µM), for inactives: at the highest dose activity, negative = inhibition, hits mostly inhibitors; 0.18% of 360,000 active; AID 720708; further: on the % scale 0 is the no-effect control and ±100 the full control effect; nearly all actives have a fitted effect of over 45% in size; many of its hits are not listed in these tables
# PTHR1 ag – activates the human parathyroid hormone receptor PTHR1; Q03431; HEK293 GP2 PTHR1 cells, GloSensor cAMP luminescence, 1 h; Potency, µM (doses to about 115 µM), without a hit: at the highest dose activation, hits mostly activators; 0.075% of 410,000 active; AID 743266; further: nearly all actives have a fitted effect of over 55% in size; some results filed as inactive show a strong effect at the top dose; inactives centre near -15; many of its hits are not listed in these tables
# Target sequence (Q03431 whole entry, looked up): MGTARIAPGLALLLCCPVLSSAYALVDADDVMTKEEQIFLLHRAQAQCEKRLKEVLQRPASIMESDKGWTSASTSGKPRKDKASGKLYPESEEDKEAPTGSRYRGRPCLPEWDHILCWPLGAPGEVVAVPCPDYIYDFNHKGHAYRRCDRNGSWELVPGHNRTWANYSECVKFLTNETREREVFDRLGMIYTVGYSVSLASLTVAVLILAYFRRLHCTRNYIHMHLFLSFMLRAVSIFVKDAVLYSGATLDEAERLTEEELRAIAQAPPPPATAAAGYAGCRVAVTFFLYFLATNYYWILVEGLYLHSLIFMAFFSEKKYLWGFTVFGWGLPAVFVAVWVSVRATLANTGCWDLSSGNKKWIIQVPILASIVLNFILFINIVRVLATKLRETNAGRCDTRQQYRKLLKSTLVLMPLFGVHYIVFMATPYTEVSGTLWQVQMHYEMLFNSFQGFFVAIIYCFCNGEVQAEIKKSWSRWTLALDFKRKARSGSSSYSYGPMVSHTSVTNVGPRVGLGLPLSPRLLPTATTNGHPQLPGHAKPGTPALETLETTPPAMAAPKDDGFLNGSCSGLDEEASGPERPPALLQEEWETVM
#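 HEK-293-derived GP2 cells expressing PTHR1 and a GloSensor cAMP reporter, 3,000/well, plated overnight, given luciferin plus IBMX (each 0.5 mM as added) for 1 h at 37 °C, then compound for 1 h at 37 °C. Luminescence was read after 15 min at room temperature.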
# Numbers without * were called inactive; i = inactive; ? = inconclusive; · = not tested or not shown; [ ] = dose if it differs, or a comment. The call rests on the fitted dose curve; in most records, active means well fitted curve in the direction sought with a large enough effect; inconclusive means small, poorly fitted or top-dose-only effect, or another doubt; inactive means no such curve, though single readings can be large; an effect the other way counts as inactive or inconclusive. Potency means the concentration at half of the fitted maximal effect.
SMILES,TDP43 rescue,EPAC2 agonist,EPAC1 ag,EPAC1 antagonist,FUS yeast rescue,aSyn yeast inh,EPAC2 antag,PTHR1 ag
C=C1CCN(CC(=O)OC)S(=O)(=O)c2ccccc21,-4%,0%,-6%,2%,-24%,4%,26%,-12%
O=C(CCCOc1ccc(Cl)cc1)NCC1CCCO1 (configuration not stated),10%,-6%,0%,-29%,-18%,5%,-9%,-20%
NC(N)=N/N=C/c1ccccc1,-20%,3%,8%,-2%,10%,-10%,-3%,11%[57.5 µM]
COc1cc2[nH]c3c(OC)ncnc3c2cc1OC,23%,5%,-1%,2%,6%,7%,2%,i
COc1ccnc(CS(=O)c2nc3cc(C(O)(F)F)ccc3[nH]2)c1OC (configuration not stated),-2%,7%,-5%,13%,?,-74%[inhibitor],19%,-36%
O=C(CSCc1c(Cl)cccc1Cl)NCC1CCCO1 (configuration not stated),29%,6%,1%,-2%,-18%,0%,-7%,?
Cc1cnc(C(=O)Nc2ccccc2C(=O)N2CCOCC2)cn1,-17%,-10%,3%,9%,6%,-7%,-2%,i
Cn1c(C(=O)NCCCN2CCN(c3cccc(Cl)c3)CC2)cc2c(=O)n(C)c3ccccc3c21,6%,1%,0%,0%,-9%,-1%,-5%,i
Cn1c(SCC(=O)NCc2cccs2)nnc1-c1ccc(O)cc1,-13%,3%,-4%,-7%,3%,0%,15%,i
CCN(Cc1ccccc1)S(=O)(=O)c1ccc(C(=O)Nc2nnc(C3CC3)o2)cc1,?,3%,-2%,-7%,-1%,?,?,-81%[inhibitor]

# 3 entries from above, sorted by the number in EPAC1 ag, low to high:
SMILES | EPAC1 ag
COc1ccnc(CS(=O)c2nc3cc(C(O)(F)F)ccc3[nH]2)c1OC (configuration not stated) | -5%
CCN(Cc1ccccc1)S(=O)(=O)c1ccc(C(=O)Nc2nnc(C3CC3)o2)cc1 | -2%
O=C(CSCc1c(Cl)cccc1Cl)NCC1CCCO1 (configuration not stated) | 1%

# Back to the main list, starting two compounds before the break.
SMILES,TDP43 rescue,EPAC2 agonist,EPAC1 ag,EPAC1 antagonist,FUS yeast rescue,aSyn yeast inh,EPAC2 antag,PTHR1 ag
Cn1c(SCC(=O)NCc2cccs2)nnc1-c1ccc(O)cc1,-13%,3%,-4%,-7%,3%,0%,15%,i
CCN(Cc1ccccc1)S(=O)(=O)c1ccc(C(=O)Nc2nnc(C3CC3)o2)cc1,?,3%,-2%,-7%,-1%,?,?,-81%[inhibitor]
CN(C(=O)C1CCCN1S(=O)(=O)c1ccc(Cl)cc1)c1ccccc1 (configuration not stated),10%,7%,7%,-1%,11%,2%,-13%,-3%
COc1ccc(NC(=O)COc2nsnc2N2CCOCC2)c(OC)c1,4%,9%,3%,-18%,8%,-2%,5%,-24%
COc1ccc(CNc2nc3nc(-c4ccccc4)cc(=O)n3[nH]2)cc1OC,15%,-6%,14%,-11%,-11%,0%,1%,i
N#Cc1c(N)sc2c1CCN(C(=O)OCc1ccccc1)C2,?,16%,13%,-4%,8%,-35%[inhibitor],-3%,-13%
O=C(NCCCN1CCCCC1)C1CC(=O)N(CCc2ccccc2)C1 (configuration not stated),5%,6%,4%,-3%,-13%,1%,0%,?
O=C(O)c1cc(N2C(=O)C3CC=CCC3C2=O)ccc1NCc1cccnc1 (configuration not stated),-6%,5%,1%,0%,12%,-6%,-4%,-13%
CCOC(=O)c1c(C)[nH]c(C(=O)COC(=O)c2ccc(F)c(S(=O)(=O)N3CCOCC3)c2)c1C,-5%,-11%,-24%,-27%,23%,-2%,-17%,-96%[inhibitor]
CCCCC1=CC2=C(c3ccco3)C(=O)C(C)(OC(=O)c3ccc(OC)cc3)C(=O)C2=CN1CC1CC1 (configuration not stated),-19%,7%,-2%,1%,20µM*,-6%,15%,3%
Cc1ccc(NC(=O)CCN2CCN(C)CC2)cc1,-2%,3%,-2%,-15%,10%,12%,-2%,-8%
O=C(Nc1cccnc1)c1ccc(CN2CCc3ccccc3C2)cc1,11%,0%,0%,-6%,-2%,2%,-12%,-21%
Cc1ccc(S(=O)(=O)C2(C(=O)NC3CCCCC3C)CC2)cc1 (configuration not stated),-2%,4%,6%,-8%,-5%,10%,-1%,i
Cc1ccc2c(=O)[nH]c(Nc3nc(C)cc(-c4ccccc4)n3)nc2c1,-6%,6%,1%,-32%,-7%,-12%,4%,?
Cc1nc2ccccc2n1CC(=O)N1CC(=O)Nc2ccccc21,-17%,3%,5%,4%,13%,-8%,-11%,-1%[57.5 µM]
COc1ccc(CNS(=O)(=O)NCc2ccccc2)cc1OC,-19%[0.397 µM],-5%,-10%,-10%,-15%,-4%,-2%,-21%
OCCOCCn1c2ccccc2c2ccccc21,?,-6%,0%,-2%,-16%,19%,2%,i
CCOC(=O)c1[nH]c2ccc(OC)cc2c1NC(=O)CCN1CCC(C)CC1,10%,1%,9%,6%,0%,-6%,4%,-23%
COc1ccc(-c2cc(C(=O)N3CCCCC3)no2)cc1OC,2%,3%,2%,?,21%,-1%,6%,-19%
COc1cccc(Oc2ccc(C(F)(F)F)cc2NC(=O)CCc2nc3ccccc3c(=O)[nH]2)c1,?,-7%,0%,-16%,·,-7%,-11%,-45%[inhibitor]
O=C(Nc1ccc(S(=O)(=O)Nc2nccs2)cc1)C1=NN(c2ccccc2)C(=O)CC1,6%,3%,-5%,-1%,?,2%,-8%,i
CCN1CCN(c2cc(C)c3cc(NC(=S)NCc4cccs4)ccc3n2)CC1,0%,18%,5%,-15%,6%,-2%,1%,-1%

# Continued, starting with the last 3 of the part before.
SMILES,TDP43 rescue,EPAC2 agonist,EPAC1 ag,EPAC1 antagonist,FUS yeast rescue,aSyn yeast inh,EPAC2 antag,PTHR1 ag
COc1cccc(Oc2ccc(C(F)(F)F)cc2NC(=O)CCc2nc3ccccc3c(=O)[nH]2)c1,?,-7%,0%,-16%,·,-7%,-11%,-45%[inhibitor]
O=C(Nc1ccc(S(=O)(=O)Nc2nccs2)cc1)C1=NN(c2ccccc2)C(=O)CC1,6%,3%,-5%,-1%,?,2%,-8%,i
CCN1CCN(c2cc(C)c3cc(NC(=S)NCc4cccs4)ccc3n2)CC1,0%,18%,5%,-15%,6%,-2%,1%,-1%
COc1ccccc1NC(=O)c1ccc(NC(=O)CNC(=O)c2ccc(OC)c(OC)c2)cc1,-6%,-3%,1%,-18%,11%,1%,-3%,i
O=C1N2CCSC2=NC1(NS(=O)(=O)c1ccccc1)C(F)(F)F (configuration not stated),-4%,-1%[15.6 µM],-7%,9%,-14%,3%,-6%,-3%[57.5 µM]
COC(=O)c1sccc1OCc1cccc(OC)c1,?,3%,-4%,-27%,-21%,-5%,-23%,-19%
O=c1cc(-c2cccs2)oc2ccc(Cl)cc12,16%,-1%,-2%,16%,25%,18%,20%,i
CCOC(=O)c1c(NC(=O)c2ccccc2N(C)S(=O)(=O)c2ccccc2)sc2c1CCCC2,27%,5%,14%,-8%,·,11%,-2%,-1%
COCCOC1CCN(C(=O)C2CCC(=O)N(Cc3cccc(F)c3)C2)CC1 (configuration not stated),-3%,8%,7%,-9%,-2%,-2%,-1%,2%
Cc1ccc(NC(=O)c2cccs2)cc1NC(=O)c1ccco1,?,5%,15%,18%,-6%,0%,4%,28%[57.5 µM]
O=C(c1cnsn1)N1CCC(CO)(Cc2ccc(Cl)cc2)CC1,20%[9.22 µM],21%,3%,-5%,18%,1%,-8%,-25%
O=C1[C@@H](Oc2ccccc2)[C@@H](c2ccccc2)N1c1cccnc1,26%,-3%,20%,-4%,-20%,-3%,8%,i
COc1ccc(C(=O)c2cc(OC)c(OC)c(OC)c2)cc1OC,?,3%,8%,-5%,16%,-5%,4%,5%

# Compound profiles (already shown):
# O=C1N2CCSC2=NC1(NS(=O)(=O)c1ccccc1)C(F)(F)F (configuration not stated) across the screens: TDP43 rescue = -4%; EPAC2 agonist = -1%[15.6 µM]; EPAC1 ag = -7%; EPAC1 antagonist = 9%; FUS yeast rescue = -14%; aSyn yeast inh = 3%; EPAC2 antag = -6%; PTHR1 ag = -3%[57.5 µM]
# COCCOC1CCN(C(=O)C2CCC(=O)N(Cc3cccc(F)c3)C2)CC1 (configuration not stated) across the screens: TDP43 rescue = -3%; EPAC2 agonist = 8%; EPAC1 ag = 7%; EPAC1 antagonist = -9%; FUS yeast rescue = -2%; aSyn yeast inh = -2%; EPAC2 antag = -1%; PTHR1 ag = 2%

# (listing goes on)
SMILES,TDP43 rescue,EPAC2 agonist,EPAC1 ag,EPAC1 antagonist,FUS yeast rescue,aSyn yeast inh,EPAC2 antag,PTHR1 ag
CC1=C(C(=O)OC2CCCCC2)C(c2ccco2)n2ncnc2N1 (configuration not stated),9%,-7%,-5%,-16%,-10%,0%,?,-36%[inhibitor]
O=[N+]([O-])c1ccc(C2NS(=O)(=O)N=C3CCCCCN32)cc1 (configuration not stated),12%,4%,5%,5%,6%,8%,6%,i
COc1ccc(-c2csc(NC(=O)CCCc3nc4ccccc4c(=O)[nH]3)n2)cc1OC,18%,-5%,7%,9%,?,5%,5%,-47%
CCc1ccc2[nH]c3nc(SCC(=O)NCC4CCCO4)nnc3c2c1 (configuration not stated),-1%,-3%,1%,-3%,-8%,0%,-3%,-21%
CC(=O)Nc1ccc(S(=O)(=O)NN=CCCc2ccccc2)cc1,4%,10%,12%,-3%,3%,1%,-4%,i
CCCCCCCNC1=CC(=O)CC(c2ccco2)C1 (configuration not stated),?,0%,10%,-2%,42%,-15%,-1%,-16%

# Only part of the results is shown. The share of hits here may be higher or lower than overall.
